High-throughput results: PubChem, several laboratories
TLR4-MyD88 BLA – blocks binding of human TLR4 to MyD88; O00206+Q99836; HeLa CL3-4 TLR4/MyD88 BLA complementation, FRET ratio; inhibition, % at 8.4 µM; actives 0.18% (n = 200,000); in the data active = inhibition above about 25%;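 also: 0% = vehicle and 100% = reference inhibitor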
Diaph inh CS – inhibits diaphorase or chemically oxidizes, flagging diaphorase assay artifacts; diaphorase resazurin-to-resorufin fluorescence, NADH, 16 min; bacterial (C. kluyveri) enzyme, not human; AID 1217; inhibition, % at 20 µM; actives 0.69% (n = 190,000);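 active = primary screen inhibition at 20 µM above a set limit, cut at about 50% in these data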;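 also: plate controls were DMSO with full reaction for no effect and wells lacking NADH for full effect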
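System: Diaphorase enzyme from Clostridium kluyveri | Amount: Enzyme working solution with 0.14 U/mL diaphorase | Benchmarks: No-NADH positive control and DMSO neutral control | Signal: Fluorescence of resorufin formed from resazurin, Ex 544/Em 590 nm | Schedule: 16-min room-temperature incubation before reading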
PMI activator – increases human mannose-6-phosphate isomerase activity. P34949. activation factor at 20 µM. actives 0.005% (n = 190,000). purified human PMI, coupled resazurin fluorescence, 20 min; active compounds read high; 1 = vehicle control, 0 substrate-free wells. AID 1214;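 active = activation factor of 2 or more at 20 µM, relative to plate controls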
Target sequence (P34949 whole entry, looked up): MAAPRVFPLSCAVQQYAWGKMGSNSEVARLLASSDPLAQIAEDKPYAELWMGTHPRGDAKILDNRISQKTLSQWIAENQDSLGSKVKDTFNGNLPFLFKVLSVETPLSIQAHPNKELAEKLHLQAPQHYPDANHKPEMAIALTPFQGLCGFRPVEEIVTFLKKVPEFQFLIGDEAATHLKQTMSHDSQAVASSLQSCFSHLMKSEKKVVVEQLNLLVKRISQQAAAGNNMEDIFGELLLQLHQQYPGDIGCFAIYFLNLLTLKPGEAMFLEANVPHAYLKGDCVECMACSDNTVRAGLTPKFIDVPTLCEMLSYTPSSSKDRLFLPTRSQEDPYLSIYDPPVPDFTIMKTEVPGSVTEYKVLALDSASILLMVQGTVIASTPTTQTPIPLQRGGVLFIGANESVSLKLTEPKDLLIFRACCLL
PMI act satM6P – activators of human phosphomannose isomerase at near-saturating mannose 6-phosphate. coupled PMI enzyme assay, resazurin fluorescence, 20 min; active compounds read high; 1 = untreated enzyme, 0 = substrate-free blank. P34949. AID 1216. actives 0.34% (n = 190,000). activation factor at 20 µM;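 active = activation factor of 2 or more at 20 µM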
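Material: human phosphomannose isomerase with PGI, G6PDH, diaphorase coupling enzymes; amount: PMI at 15 ng/mL final; also added: Mannose-6-phosphate 1.0 mM (near-saturating) plus 0.22 mM NADP+; incubation: enzyme reaction with compound 20 min at room temperature; signal: resorufin fluorescence (Ex 544/Em 590 nm) from resazurin via diaphorase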
L major viab – reduces viability of Leishmania major promastigotes; resazurin fluorescence viability; inhibition, % at 10 µM; actives 9% (n = 200,000);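 also: promastigotes grown with compound for 44 hours at 28 °C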
Diaph act CS – diaphorase activation or chemical reduction counter-screen; Diaphorase/resazurin coupled assay, resorufin fluorescence, 16 min; active compounds read high; 1 = vehicle wells, 0 = NADH-free wells; activation factor at 20 µM; actives 0.005% (n = 190,000);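 active = diaphorase activity raised at least twofold by the compound at 20 µM; inactive = activation factor below 2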
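Test system: Clostridium kluyveri diaphorase, purified enzyme. Buffer or medium: 50 mM HEPES pH 7.4 buffer plus MgCl2 and Tween 20. Also added: 0.114 mM NADH and 0.1 mM resazurin, final amounts. Dosing: compound 20 µM once, DMSO 1%. Schedule: 16 min enzyme reaction, ambient temperature. Detection: fluorescence of resorufin, 544 nm excitation, 590 nm emission.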
Redox H2O2 prof – compounds producing H2O2 with reducing agent – biochemical, NIH compound library profiling, artefact control for MLSCN library redox annotation, primary screen; DTT-dependent redox cycling H2O2, phenol red/HRP absorbance; 100% = 100 µM peroxide control, 0% = buffer; activation, % at 10 µM; actives 0.03% (n = 200,000); AID 878;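 active = activation of at least 50% relative to the plate's high and low controls in the primary single-dose screen; inactive = activation below 50%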;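 also: compound incubated with DTT at 0.8 mM final as the reducing agent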
S1P3 antag – blocks the human S1P3 receptor; CHO S1P3 NFAT-BLA reporter, FRET fluorescence, antagonist mode; inhibition, % at 4.98 µM; actives 0.27% (n = 170,000); AID 485;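 active = inhibition above the plate cutoff, the mean inhibition of test wells on that plate plus 3 SD, cut at about 28% in these data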;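 also: cells challenged with S1P at its EC80 of 0.8 µM; blue over green emission ratio from cleaved BLA substrate after 4 h stimulation; 0% = S1P-stimulated wells and 100% = unstimulated DMSO-only wells; some compounds past the cut are filed as inactive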
Target sequence (Q99500 whole entry, looked up): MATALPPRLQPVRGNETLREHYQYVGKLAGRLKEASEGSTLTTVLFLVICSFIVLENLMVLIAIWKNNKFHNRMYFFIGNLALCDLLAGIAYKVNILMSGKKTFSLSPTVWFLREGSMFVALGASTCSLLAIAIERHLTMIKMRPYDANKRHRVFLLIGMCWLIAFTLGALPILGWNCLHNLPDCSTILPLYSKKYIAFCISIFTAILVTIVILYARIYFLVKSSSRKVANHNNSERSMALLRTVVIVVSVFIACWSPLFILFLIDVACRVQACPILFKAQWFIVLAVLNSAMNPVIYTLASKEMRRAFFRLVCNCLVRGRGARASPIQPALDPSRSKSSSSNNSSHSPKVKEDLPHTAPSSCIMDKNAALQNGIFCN
RAM inhibit – inhibitors of the yeast RAM network. S. cerevisiae dse1pr::URA3 reporter, 5-FOA growth OD615, 2 d; analog-sensitive cbk1-as2 kinase mutant strain. inhibition, % at 50 µM. actives 1.8% (n = 190,000);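 active = inhibition above a set limit, 3 SD over mean compound inhibition, cut at about 8.4% in these data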;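 also: 0% = DMSO-only wells with no growth and 100% = 10 µM 1-NA-PP1 full growth; inhibition rescues growth on 5-FOA so higher OD means more RAM inhibition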
G6PDH CS – counter-screen for G6PDH assay hits: L. mesenteroides G6PDH inhibition | actives 0.12% (n = 200,000) | inhibition, % at 5 µM | Purified L. mesenteroides G6PDH, diaphorase/resazurin coupled fluorescence, 45 min
Hsp70 activator – Hsp70 transcriptional activation, primary screen. HeLa Hsp70 promoter luciferase reporter, luminescence; scaled: vehicle 0, proteasome-inhibitor control 100%. activation, % at 10 µM. actives 0.04% (n = 200,000);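 active = activation above the mean across all tested compounds plus 3 SD, cutoff set per campaign, cut at about 5.5% in these data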;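 also: 100% = MG132 at 30 µM as the positive control and 0% = DMSO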
An asterisk follows results filed as active. Rule as the data show it, unless noted: active = inhibition above about 50%; inactive = the rest.

How did Cc1ccc(C)c(NC(=O)COC(=O)Cc2ccsc2)c1 do in these assays?
TLR4-MyD88 BLA: 4; Diaph inh CS: 7; PMI activator: 0.9; PMI act satM6P: 1; L major viab: -4; Diaph act CS: 0.9; Redox H2O2 prof: -0.7; S1P3 antag: -8; RAM inhibit: 0.5; G6PDH CS: 4; Hsp70 activator: -0.2

How did CC1CCN(C(=O)CCNC(=O)Cn2cnc3sc4c(c3c2=O)CCCC4)CC1 do in these assays?
TLR4-MyD88 BLA: -4; Diaph inh CS: 18; PMI activator: 0.8; PMI act satM6P: 0.9; L major viab: -11; Diaph act CS: 0.8; Redox H2O2 prof: -0.2; RAM inhibit: 1.3; G6PDH CS: 11; Hsp70 activator: -0.3

Results for O=C1CC(c2ccccc2)CC(O)=C1C=Nc1cccc(Cl)c1 (stereo not drawn) ?
TLR4-MyD88 BLA: 0; Diaph inh CS: 9; PMI activator: 1; PMI act satM6P: 1.1; L major viab: 40; Diaph act CS: 0.9; Redox H2O2 prof: 0.0; S1P3 antag: -8; RAM inhibit: -0.4; G6PDH CS: -23; Hsp70 activator: -0.3

How did CN(C)CCNC(=O)/C(=C/c1ccc(-c2cccc(Cl)c2)o1)NC(=O)c1ccccc1 do in these assays?
TLR4-MyD88 BLA: -16; Diaph inh CS: 0; PMI activator: 1.1; PMI act satM6P: 1.1; L major viab: 100*; Diaph act CS: 1; Redox H2O2 prof: 0.2; S1P3 antag: -13; RAM inhibit: 1.5; G6PDH CS: -3; Hsp70 activator: -0.2

How did Cc1ccc(Cc2c(C)nc3nc(SCC(=O)NCCCN4CCOCC4)nn3c2C)cc1 do in these assays?
TLR4-MyD88 BLA: -7; Diaph inh CS: -2; PMI activator: 1; PMI act satM6P: 1; L major viab: -7; Diaph act CS: 1; Redox H2O2 prof: -0.1; S1P3 antag: -6; RAM inhibit: 0.1; G6PDH CS: 7; Hsp70 activator: -0.2

How did C/C(=N\NC(=O)c1ccccc1F)c1ccc(C#N)cc1 do in these assays?
TLR4-MyD88 BLA: 2; Diaph inh CS: 12; PMI activator: 1; PMI act satM6P: 0.8; L major viab: -5; Diaph act CS: 0.9; Redox H2O2 prof: -0.7; S1P3 antag: -2; RAM inhibit: 1.4; G6PDH CS: -2; Hsp70 activator: -0.3

What do the screens show for `Cc1nnc(SC(C)C(=O)Nc2nccs2)s1` (stereo not drawn)?
TLR4-MyD88 BLA: 8; Diaph inh CS: 8; PMI activator: 1; PMI act satM6P: 1.1; L major viab: 3; Diaph act CS: 0.9; Redox H2O2 prof: -0.5; S1P3 antag: -8; RAM inhibit: 1.5; G6PDH CS: 1; Hsp70 activator: -0.1

What do the screens show for `CCN(CC)CCN(Cc1cc2cc(C)ccc2[nH]c1=O)C(=S)Nc1ccccc1`?
TLR4-MyD88 BLA: 2; Diaph inh CS: 13; PMI activator: 0.9; PMI act satM6P: 0.9; L major viab: 8; Diaph act CS: 0.9; Redox H2O2 prof: -0.5; S1P3 antag: 0; RAM inhibit: -0.3; G6PDH CS: -1; Hsp70 activator: -0.1

Results for O=C1CC(C(=O)N(c2ccccc2)C(C(=O)NC2CCCC2)c2ccncc2)CS1 (stereo not drawn) ?
TLR4-MyD88 BLA: 4; Diaph inh CS: -13; PMI activator: 1.1; PMI act satM6P: 1; L major viab: -1; Diaph act CS: 1.1; Redox H2O2 prof: -0.5; S1P3 antag: -4; RAM inhibit: 3.3; G6PDH CS: 14; Hsp70 activator: 0.6

How did FC(F)(F)c1nc2ccccc2nc1N/N=C/c1ccc(Cl)cc1 do in these assays?
TLR4-MyD88 BLA: 16; Diaph inh CS: 8; PMI activator: 1; PMI act satM6P: 1.1; L major viab: -4; Diaph act CS: 0.9; Redox H2O2 prof: 2.1; RAM inhibit: 4.4; G6PDH CS: 1; Hsp70 activator: -0.3

How did O=C(NCCCCNC(=O)C1CCCC1)C1CCCC1 do in these assays?
TLR4-MyD88 BLA: -9; Diaph inh CS: 14; PMI activator: 0.9; PMI act satM6P: 0.9; L major viab: -9; Diaph act CS: 0.9; Redox H2O2 prof: -1.0; S1P3 antag: 6; RAM inhibit: 1.6; G6PDH CS: 0; Hsp70 activator: 0.2

Results for O=C1C(C=NCc2ccccn2)=C(O)c2ccccc21 ?
TLR4-MyD88 BLA: 3; Diaph inh CS: -2; PMI activator: 1; PMI act satM6P: 1; L major viab: 1; Diaph act CS: 1; Redox H2O2 prof: 1.0; S1P3 antag: 26; RAM inhibit: 2.2; G6PDH CS: 1; Hsp70 activator: 0.1

Results for COc1cc(C)c(C(N)=O)c(OC)n1 ?
TLR4-MyD88 BLA: -10; Diaph inh CS: 12; PMI activator: 0.9; PMI act satM6P: 0.9; L major viab: -8; Diaph act CS: 0.9; Redox H2O2 prof: -0.5; S1P3 antag: -4; RAM inhibit: 4.6; G6PDH CS: 3; Hsp70 activator: -0.3

Results for COC(=O)c1ccccc1NC(=O)Nc1ccc2c(c1)OCO2 ?
TLR4-MyD88 BLA: -9; Diaph inh CS: 7; PMI activator: 1.2; PMI act satM6P: 1.1; L major viab: -4; Diaph act CS: 0.9; Redox H2O2 prof: 0.2; RAM inhibit: 2.4; G6PDH CS: -3; Hsp70 activator: -0.6

What do the screens show for `O=C(Nc1ccccc1Cc1ccccc1)c1ccccc1NS(=O)(=O)c1ccc(Cl)s1`?
TLR4-MyD88 BLA: 9; Diaph inh CS: 30; PMI activator: 1; PMI act satM6P: 0.9; L major viab: -2; Diaph act CS: 0.7; Redox H2O2 prof: -0.1; S1P3 antag: -7; RAM inhibit: 6.7; G6PDH CS: 0; Hsp70 activator: -0.3

Results for Cc1onc(-c2ccccc2Cl)c1C(=O)Nc1ccc(-c2nnc3n2CCCCC3)cc1 ?
TLR4-MyD88 BLA: 5; Diaph inh CS: 19; PMI activator: 0.9; PMI act satM6P: 0.9; L major viab: -4; Diaph act CS: 0.8; Redox H2O2 prof: -3.3; S1P3 antag: 11; RAM inhibit: 1.3; G6PDH CS: -2; Hsp70 activator: 0.2

How did O=C(Nc1ccccc1)C1CCN(C(=O)c2ccccc2)CC1 do in these assays?
TLR4-MyD88 BLA: -7; Diaph inh CS: 6; PMI activator: 1.1; PMI act satM6P: 1; L major viab: 0; Diaph act CS: 0.9; Redox H2O2 prof: 0.0; RAM inhibit: 0.5; G6PDH CS: 5; Hsp70 activator: -0.2

How did Cc1nnc(SCCCn2c(N3CCCCC3)nc3c2c(=O)[nH]c(=O)n3C)s1 do in these assays?
TLR4-MyD88 BLA: -8; Diaph inh CS: 17; PMI activator: 0.8; PMI act satM6P: 0.8; L major viab: -4; Diaph act CS: 0.8; Redox H2O2 prof: 1.8; S1P3 antag: 2; RAM inhibit: 0.2; G6PDH CS: -1; Hsp70 activator: -0.1

Results for CCOc1ccc(NC(=O)c2c(OC)cccc2OC)cc1 ?
TLR4-MyD88 BLA: -21; Diaph inh CS: 11; PMI activator: 1; PMI act satM6P: 1; L major viab: 2; Diaph act CS: 0.9; Redox H2O2 prof: -0.2; S1P3 antag: -16; RAM inhibit: -0.4; G6PDH CS: 6; Hsp70 activator: 0.1

How did O=C(Oc1coc(CSc2ncccn2)cc1=O)c1ccc(Br)o1 do in these assays?
TLR4-MyD88 BLA: -14; Diaph inh CS: 2; PMI activator: 1; PMI act satM6P: 1; L major viab: -5; Diaph act CS: 1; Redox H2O2 prof: 0.6; S1P3 antag: -11; RAM inhibit: 1.0; G6PDH CS: -4; Hsp70 activator: -0.5

How did CCCCS(=O)(=O)Nc1ccc2ncn(C)c(=O)c2c1 do in these assays?
TLR4-MyD88 BLA: 18; Diaph inh CS: 3; PMI activator: 1; PMI act satM6P: 1; L major viab: -5; Diaph act CS: 1; Redox H2O2 prof: 1.1; S1P3 antag: -7; RAM inhibit: 1.9; G6PDH CS: -4; Hsp70 activator: -0.1

How did CC(C)(C)NC(=O)CSc1nc(O)cc(=O)n1-c1ccccc1 do in these assays?
TLR4-MyD88 BLA: -9; Diaph inh CS: 13; PMI activator: 0.9; PMI act satM6P: 0.9; L major viab: -4; Diaph act CS: 0.9; Redox H2O2 prof: 0.6; RAM inhibit: 1.6; G6PDH CS: 3; Hsp70 activator: -0.1

What do the screens show for `Cc1ccc(C(=O)N/N=C/c2sc(=O)n(Cc3cccc(C(=O)O)c3)c2Cl)cc1`?
TLR4-MyD88 BLA: 0; Diaph inh CS: 12; PMI activator: 0.9; PMI act satM6P: 0.9; L major viab: -5; Diaph act CS: 0.9; Redox H2O2 prof: 1.9; RAM inhibit: 1.9; G6PDH CS: 6; Hsp70 activator: -0.3

How did OC(COc1ccc2ccccc2c1)Cn1cncn1 (stereo not drawn) do in these assays?
TLR4-MyD88 BLA: -7; Diaph inh CS: 12; PMI activator: 0.9; PMI act satM6P: 0.8; L major viab: -2; Diaph act CS: 0.9; Redox H2O2 prof: 1.0; RAM inhibit: 0.5; G6PDH CS: 13; Hsp70 activator: 0.0

How did Cc1ccccc1C(=O)Nc1c2c(nc3ccccc13)CCCC2 do in these assays?
TLR4-MyD88 BLA: -2; Diaph inh CS: 5; PMI activator: 0.9; PMI act satM6P: 1; L major viab: 5; Diaph act CS: 1; Redox H2O2 prof: 0.7; S1P3 antag: 4; RAM inhibit: 0.2; G6PDH CS: -13; Hsp70 activator: -0.2

How did CCSC1=NCCN1C(=O)c1c(-c2ccccc2Cl)noc1C do in these assays?
TLR4-MyD88 BLA: -4; Diaph inh CS: 10; PMI activator: 1; PMI act satM6P: 1; L major viab: 9; Diaph act CS: 0.9; Redox H2O2 prof: 0.1; S1P3 antag: -4; RAM inhibit: 0.4; G6PDH CS: -2; Hsp70 activator: -0.3

Results for CC1CCN(c2nc(/C=C/c3ccccc3)nc3ccccc23)CC1 ?
TLR4-MyD88 BLA: -6; Diaph inh CS: 22; PMI activator: 0.8; PMI act satM6P: 1; L major viab: 63*; Diaph act CS: 0.8; Redox H2O2 prof: 0.4; S1P3 antag: -5; RAM inhibit: -1.4; G6PDH CS: -24; Hsp70 activator: -0.2
